USP1 inh = blocks the human USP1/UAF1 deubiquitinase complex. O94782. recombinant USP1/UAF1, Ub-Rhodamine cleavage fluorescence. Potency, µM (titrated, usually from 57.1 µM), inactives show top-dose activity change, negative = inhibition, hits mostly inhibitors. 390,000 compounds, 0.23% hits. AID 743255; further: on the % scale 0 is the no-effect control and ±100 the full control effect; nearly all actives have a fitted effect of over 60% in size; inactives centre near -12
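High-throughput fluorogenic screen: 1nM USP1/UAF1 complex, Ub-Rho substrate 150nM final, 50mM HEPES pH 7.8 with 0.5mM EDTA, 0.1 mg/ml BSA, 1mM TCEP and 0.01% Tween-20.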
RXFP1 agonist = agonists of human relaxin receptor RXFP1; Q9HBX9; HEK293T-RXFP1 cAMP TR-FRET, 30 min; response scale: percent of porcine relaxin response, buffer zero; Potency, µM (top dose mostly 57.5 µM), for inactives: top-dose activation, most hits filed as activators; 370,000 compounds, 0.3% hits; further: on the % scale 0 is the no-effect control and ±100 the full control effect; nearly all actives have a fitted effect of over 60% in size; many of its hits are not listed in these tables
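HEK293 cells stably expressing RXFP1, treated 30 min at 37C with compounds plus PDE4 inhibitor Ro 20174; cAMP measured by HTRF TR-FRET. Normalized to buffer and 29 nM porcine relaxin; EC50 by Hill fit.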
Vif-A3G inh = Vif-A3G binding inhibition | Q9HC16 | HeLa A3G-eYFP + Vif (tagged APOBEC3G with the HIV-1 protein that degrades it), YFP fluorescence, overnight | Potency, µM (series often up to 46.1 µM), inactives show at the highest dose activity, negative = active, actives largely listed as inhibitors | 410,000 compounds, 0.076% hits | AID 602310;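 further: on the % scale 0 is the no-effect control and ±100 the full control effect; nearly all actives have a fitted effect of over 60% in size; hits raise eYFP signal because A3G escapes Vif-driven loss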
Target sequence (Q9HC16 whole entry, looked up): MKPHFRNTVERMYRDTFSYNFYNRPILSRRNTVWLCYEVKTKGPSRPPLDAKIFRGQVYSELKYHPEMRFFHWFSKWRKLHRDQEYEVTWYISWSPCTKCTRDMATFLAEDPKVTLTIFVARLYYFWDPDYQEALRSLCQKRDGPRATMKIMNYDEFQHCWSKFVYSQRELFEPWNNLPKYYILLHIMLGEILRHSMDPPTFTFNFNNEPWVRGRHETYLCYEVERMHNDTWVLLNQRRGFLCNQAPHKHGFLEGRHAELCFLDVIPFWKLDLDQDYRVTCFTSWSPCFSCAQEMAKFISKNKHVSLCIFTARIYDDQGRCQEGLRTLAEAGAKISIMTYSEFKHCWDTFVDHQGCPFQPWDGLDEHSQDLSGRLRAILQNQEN
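HeLa cells stably expressing Vif and C-terminally eYFP-tagged A3G, seeded overnight at 37 deg C, then exposed to compound by pintool overnight at 37 deg C. Rise in yellow fluorescence (Ex 488/Em 500-530, Acumen) marks blocked Vif-driven A3G degradation.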
rTrxR1 inhibitor = rat TrxR1 inhibition. Potency, µM (doses to about 114 µM), for the others: top-dose activity change, negative = inhibition, actives largely listed as inhibitors. recombinant rTrxR1, NADPH fluorescence consumption, selenite substrate. AID 588453. O89049. 390,000 compounds, 1% hits; further: on the % scale 0 is the no-effect control and ±100 the full control effect; nearly all actives have a fitted effect of over 65% in size
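Rat TrxR1 (90 nM in the dispensed reagent) was pre-reduced with 400 uM NADPH for 5 min at room temperature, then incubated with compound for 15 min. After 400 uM selenite was added, NADPH fluorescence (Ex 340/Em 450 nm) was followed for 8 min.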
IDH1 R132H inh = blocks human mutant IDH1 R132H enzyme | Potency, µM (series often up to 76.6 µM), for inactives: top-dose activity change, negative = inhibition, usual class: inhibitors | 390,000 compounds, 0.093% hits | IDH1-R132H enzyme, NADPH consumption, diaphorase/resazurin fluorescence | O75874; further: on the % scale 0 is the no-effect control and ±100 the full control effect; nearly all actives have a fitted effect of over 65% in size
Target sequence (O75874 whole entry R132H, stated change not applied): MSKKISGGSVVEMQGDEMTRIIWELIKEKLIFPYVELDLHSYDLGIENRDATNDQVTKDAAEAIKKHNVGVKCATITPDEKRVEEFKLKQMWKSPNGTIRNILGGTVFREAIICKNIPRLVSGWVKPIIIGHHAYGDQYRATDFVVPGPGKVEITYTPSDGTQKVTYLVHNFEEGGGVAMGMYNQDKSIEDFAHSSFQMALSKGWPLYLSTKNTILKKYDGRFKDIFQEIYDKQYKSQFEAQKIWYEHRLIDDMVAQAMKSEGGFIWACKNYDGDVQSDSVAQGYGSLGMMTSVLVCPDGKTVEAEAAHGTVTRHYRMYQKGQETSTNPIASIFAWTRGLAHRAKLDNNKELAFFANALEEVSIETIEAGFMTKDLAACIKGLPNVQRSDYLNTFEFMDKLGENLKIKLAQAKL
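IDH1-R132H (0.5 ug/mL) preincubated 30 min with compound, then NADPH (0.016 mM) and alpha-KG (2 mM) added; 80 min at RT, pH 7.5. Remaining NADPH coupled via diaphorase/resazurin to fluorescence (540/590 nm); concentration-response curves normalized to no-enzyme control.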
RGS4 inhibitor = human RGS4 inhibition; P49798; Transcreener GDP fluorescence polarization, RGS4-accelerated GTP hydrolysis; Potency, µM (top dose mostly 114 µM), without a hit: at the top dose activity change, negative = inhibition, hits mostly inhibitors; 390,000 compounds, 0.039% hits; AID 504845; further: on the % scale 0 is the no-effect control and ±100 the full control effect; nearly all actives have a fitted effect of over 75% in size; some results filed as inactive show a strong effect at the top dose
Target sequence (P49798 whole entry, looked up): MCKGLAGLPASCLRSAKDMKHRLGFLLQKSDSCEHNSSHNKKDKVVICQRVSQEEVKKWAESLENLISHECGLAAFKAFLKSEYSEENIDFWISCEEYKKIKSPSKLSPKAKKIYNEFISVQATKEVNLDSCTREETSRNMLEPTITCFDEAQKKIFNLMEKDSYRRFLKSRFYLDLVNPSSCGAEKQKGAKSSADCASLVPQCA
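MLSMR compounds (23 nl, pin-transferred) preincubated 10 min at room temperature with a 500nM (2x) first reagent, then RGS4 at 900nM (2x) plus Transcreener GDP mix added; fluorescence polarization (620/688 nm) read before and after 90 min at 30 °C.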
TrxR1 substrate = rat thioredoxin reductase 1 substrate activity | O89049 | purified TrxR1 substrate turnover, NADPH consumption readout | 390,000 compounds, 0.01% hits | AID 588456 | Potency, µM (highest dose often 114 µM), inactives show at the highest dose activity change, negative = substrate turnover; further: on the % scale 0 is the no-effect control and ±100 the full control effect; nearly all actives have a fitted effect of over 50% in size
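Rat TrxR1, dispensed at 90 nM, was prereduced with 400 uM NADPH (final) for 5 min at ~22 deg C, then incubated with compound 15 min before 400 uM selenite. A first-read NADPH fluorescence drop versus no-compound background flagged substrates.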
12-LOX inh = inhibitors of human 12S-lipoxygenase ALOX12 | P18054 | purified 12hLO, xylenol orange hydroperoxide absorbance | Potency, µM (top dose mostly 108 µM), without a hit: top-dose activity change, negative = inhibition, hits mostly inhibitors | 580,000 compounds, 1.1% hits | AID 1671190; further: on the % scale 0 is the no-effect control and ±100 the full control effect
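Hydroperoxide product was detected by ferrous iron/xylenol orange as the 573 to 405 nm absorbance ratio. Arachidonic acid at 40 uM (final) was turned over for 30 min at room temperature by 150 nM human 12hLO, pH 7.0 Hepes buffer, after 15 min compound preincubation.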
Vif-A3F inh = Vif-A3F binding inhibition. HeLa A3F-eYFP + Vif (tagged APOBEC3F with the HIV-1 protein that degrades it), YFP fluorescence increase. Potency, µM (doses to about 46.1 µM), for inactives: at the highest dose activity, negative = active. 390,000 compounds, 0.2% hits; further: % of control where 0% means no effect; nearly all actives have a fitted effect of over 65% in size
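HeLa cells stably expressing Vif plus C-terminally eYFP-tagged A3F were seeded, incubated overnight at 37 deg C, dosed with compound, incubated overnight again at 37 deg C. Yellow fluorescence (Ex 488/Em 500-530) reported blocked Vif-mediated A3F-eYFP degradation.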
* marks the source's active call; other numbers are inactive results; ? = inconclusive; . = no result given; & = joins results of further samples; [ ] = dose if it differs, or a comment. The call rests on the fitted dose curve; in most records, active means well fitted curve in the direction sought with a large enough effect; inconclusive means small, poorly fitted or top-dose-only effect, or another doubt; inactive means no such curve, though single readings can be large; an effect the other way counts as inactive or inconclusive. Potency means the concentration at half of the fitted maximal effect.

SMILES | USP1 inh | RXFP1 agonist | Vif-A3G inh | rTrxR1 inhibitor | IDH1 R132H inh | RGS4 inhibitor | TrxR1 substrate | 12-LOX inh | Vif-A3F inh
CCO[C@@H]1c2c(ccc3ccc(=O)oc23)OC(C)(C)[C@H]1O | ? | 1.3% | 0.6% | 26.6%[57.1 µM] | -5.6% | 4.6% | 89.1%[activator][57.1 µM] | -0.1% | -0.3%
CCN(C1CCS(=O)(=O)C1)S(=O)(=O)c1cccc([N+](=O)[O-])c1 (stereo not given) | -14.6% | -1.2% | -0.3% | 1.4% | 3.1% | -3.7% | -6.4% | 1.5% | 1.4%
N#C/C(=C\c1ccc[nH]1)C(=O)Nc1ccccc1Cl | -21.4% | -3.7% | -5.4% | 29.4% | 0.0% | -25.4% | 4.4% | 0.0% | 2.6%
O=C(COc1ccc(Cl)cc1)Nc1ccccc1OCc1cc(=O)n2ccccc2n1 | -13.1% | 6.2% | 4.5% | 11.2%[57.1 µM] | -3.6% | 12.7% | -1.2%[57.1 µM] | ? | 0.6%
CCOC(=O)Cn1nnc2c(sc3nc4c(c(-c5ccc(Cl)cc5)c32)CCC4)c1=O | -20.2% | -0.9% | -1.4% | -4.3% | 1.5% | -15.8% | -6.3% | 0.0% | ?
COc1ccc(OC)c(/C=N/NC(=O)CC(=O)NC2CCCCC2)c1 | ? | 6.7% | 0.8% | 87.2%[activator] | 6.8% | 3.1% | 221.8%[activator] | 5.7% | -8.2%
Clc1ccc2nc3ccccn3c2c1 | -9.7% | 6.6% | 3.1% | 41.1%[activator] | 7.0% | 16.0% | 406.3%[activator] | 0.0% | -0.1%
CCC(=O)Nc1ccc2c(c1)C(=O)N(C)C2=O | -7.6% | 4.2% | 1.5% | -7.8% | 5.9% | 32.5% | 93.8%[activator] | 0.0% | .
O=C(c1ccc(S(=O)(=O)N2CCCC2)cc1)N1CCN(S(=O)(=O)c2cccc(F)c2)CC1 | -16.7% | -1.7% | 1.6% | 9.8%[57.1 µM] | 0.0% | 8.4% | 11.8%[57.1 µM] | 15.6% | 6.4%
CCN(CC(=O)NC)S(=O)(=O)c1ccc(Br)cc1 | -12.1% | 0.9% | -1.8% | 22.5%[57.1 µM] | 4.4% | 0.8% | 15.8%[57.1 µM] | -11.0% | -11.4%
COc1ccc(S(=O)(=O)N2CCOCC2)cc1 | . | . | 3.5% | 16.9% | . | 14.5% | 3.8% | . | .
N=C1SCC(=O)N1c1ncc(Cc2cccc(Cl)c2)s1 | -19.8% | -1.0% | -11.5% | 25.3% | -0.6% | -12.1% | 7.6% | 1.6% | ?
N/C(=N\OC(=O)CCc1ccccc1)c1ccc(Cl)cc1 | -8.5% | -1.6% | 1.4% | 23.3% | 11.2% | 31.3% | 9.4% | 13.0% | -2.1%
COCCNC(=O)C1(C(F)(F)F)CC(CCCO)CCCO1 (stereo not given) | -19.7% | . | -0.6%&-3.5% | 28.3%[57.1 µM] | 0.0% | 8.9%&-8.1% | 12.7%[57.1 µM] | ? | 2.9%
O=C(Nc1cccc(F)c1)C1CCN(S(=O)(=O)c2cccc3nonc23)CC1 | -18.7% | 3.7% | -0.7% | 9.1%[57.1 µM] | -4.9% | 2.6% | 7.3%[57.1 µM] | -49.6% | 0.5%
COc1cc(NC(=O)C2=C(N3CCOCC3)/C(=C\c3ccc(Br)cc3)CC2)cc(OC)c1OC | 4.0% | -1.4% | 0.0% | 2.0% | 0.3% | 1.5% | -0.8% | -27.5% | 0.1%
CCOC(=O)c1nn(-c2ccc(OCC)cc2)c2nc(-c3ccco3)c(C#N)c(=O)n12 | -15.0% | 7.7% | ? | 30.9%[activator] | 7.6% | -16.3% | 215.7%[activator] | -16.0% | ?
Cc1cccc(OCCOCCN2CCNCC2)c1C | 2.9% | -0.4% | 1.4% | -26.0% | 1.8% | -3.3% | -7.9% | -1.7% | -3.8%
CC(C)CNC(=O)CSc1nnc2ccccn12 | -23.9% | 3.1% | -6.7% | 32.4% | -5.2% | -15.6% | 7.8% | 46.8%[activator] | 6.8%
CSCCC(NS(=O)(=O)c1ccc(Cl)cc1)C(=O)OCC(=O)NC12CC3CC(CC(C3)C1)C2 (stereo not given) | -2.8% | 4.4% | 1.4% | 3.2% | -2.6% | 30.5% | -0.3% | ? | -0.2%
O=C(Nc1cc(Oc2ccc(Cl)cc2)cc([N+](=O)[O-])c1)c1ccco1 | -20.3% | -0.3% | 0.9% | 3.1% | -0.7% | -3.7% | -4.1% | -24.4% | -4.5%
Cn1c(OCc2ccc3c(c2)OCO3)nc2c1c(=O)n(Cc1ccc(Cl)c(Cl)c1)c(=O)n2C | -6.3% | 1.0% | 0.6% | 23.0%[57.1 µM] | 0.1% | 12.1% | 8.7%[57.1 µM] | 19.1% | -0.1%
CCn1ccnc1CN(C)Cc1cn(-c2cc(C)ccc2C)nc1-c1ccccc1 | -3.7% | 5.2% | 0.2% | 10.0%[11.4 µM] | 12.5% | 23.8% | 9.1%[57.1 µM] | -24.9% | -0.7%
O=C(Nc1nnc(C23CC4CC(CC(C4)C2)C3)s1)c1ccco1 | -12.4% | 1.5% | -0.9% | 0.4% | 7.2% | -38.2% | -4.8% | 0.0% | -5.9%
CC(=O)c1oc2ccccc2c1NC(=O)COC(=O)c1ccc(-n2nc(C)cc2C)cc1 | -10.4% | 12.0% | 1.5% | 7.5%[57.1 µM] | -3.0% | -1.7% | 7.9%[57.1 µM] | -13.6% | 0.2%
Next part.
SMILES | USP1 inh | RXFP1 agonist | Vif-A3G inh | rTrxR1 inhibitor | IDH1 R132H inh | RGS4 inhibitor | TrxR1 substrate | 12-LOX inh | Vif-A3F inh
O=C(CN1C(=O)NC2(CCCCCC2)C1=O)N1CCC(Cc2ccccc2)CC1 | -17.3% | 0.7% | -0.6% | 19.1%[57.1 µM] | 4.8% | 10.2%[11.4 µM] | -8.2%[57.1 µM] | 13.2% | -10.4%
Cc1cccc(NC(=S)N=Nc2c(O)[nH]c3ccccc23)c1 | -7.8% | 1.9% | 0.5% | -19.3% | -3.6% | -31.4% | -15.6% | -27.0% | -13.9%
O=[N+]([O-])c1ccc(N2CCCCC2)c(-c2nn[nH]n2)c1 | -6.6% | 0.7% | 3.2% | 8.3%[57.1 µM] | -0.3% | 16.1% | 8.9%[57.1 µM] | -0.5% | 0.4%
O=C(NCCCN1CCOCC1)c1ccccc1NS(=O)(=O)c1ccc(F)cc1 | -21.7% | 4.9% | 2.0% | 12.5%[57.1 µM] | 0.0% | 3.8% | 10.7% | -4.3% | -23.7%
CCOC(=O)c1c(NC(=O)Cc2ccccc2)sc2c1CCN(C)C2 | -11.0% | 2.8% | 1.0% | 14.1%[57.1 µM] | 15.0% | 0.3% | 5.0%[57.1 µM] | -16.0% | -3.3%
COc1ccc(OC)c(CCNC(=O)CCc2cn(C)c3ccccc23)c1 | -12.0% | 2.7% | 2.9% | 17.2% | 0.3% | -26.1%[56.9 µM] | -0.2% | -2.3% | 9.4%
CCC(C(=O)N1CCN(S(=O)(=O)c2ccc(F)cc2)CC1)c1ccccc1 (stereo not given) | -12.5% | 0.0% | -1.3% | 13.6% | 2.6% | 11.2% | 1.6% | -3.2% | -1.0%
Clc1ccc(CNc2ccccc2NCc2ccc(Cl)nc2)cn1 | -18.5% | 0.0% | -10.8% | 3.2%[57.1 µM] | 2.6% | -31.3% | -11.2% | 71.7%[activator] | 0.4%
O=C1N(S(=O)(=O)c2ccccc2F)C(=O)C2(CCCC2)N1S(=O)(=O)c1ccccc1F | -11.3% | -0.8% | -0.4% | 8.2% | -4.3% | 21.8% | 0.3% | -5.2% | 2.5%
O=[N+]([O-])c1cccc(S(=O)(=O)N2CCCCC2)c1 | -14.4% | 1.1% | -1.2% | 22.9% | 11.2% | -15.1% | -4.9% | 18.3% | -2.0%
CC1=NN(c2nc3ccccc3s2)C(O)(C(F)(F)F)C1 (stereo not given) | -11.2% | -1.7% | -1.2% | 6.6% | 1.0% | -11.7% | 2.0% | 15.6% | -31.0%
Cc1ccc(Nc2c(-c3ccc(N(C)C)cc3)nc3ncccn23)cc1 | -17.2% | 3.9% | 0.7% | 16.8% | 7.2% | -26.3% | 6.4% | -3.9% | -15.7%
N#Cc1cccc(CN2CCC(=O)N(CCO)CC2)c1 | -16.4% | -1.6% | 3.1% | 11.3% | -9.1% | 5.9% | -0.3% | -4.7% | 0.4%
CCCCN(C)CC(O)Cn1cc(/C=C/C(=O)c2ccc(OC)c(OC)c2)c2ccccc21 (stereo not given) | ? | -1.0% | ? | -7.4% | 0.9% | -17.6% | -1.7% | ? | ?
CCc1c(C)nc2nncn2c1Nc1ccc(C)c(F)c1 | 1.5% | -0.3% | -2.2% | 9.0% | 10.9% | 2.9% | 1.1% | 3.7% | 1.2%
CCCNC(=O)NNC(=O)c1cc(-c2ccc3c(c2)OCO3)nc2ccccc12 | -6.7% | 3.8% | -12.3% | -23.1% | 1.4% | 6.0% | -13.9% | 17.3% | -2.0%

A portion of the library; count on the stated rates, not on these rows.
